G9a block: qHTS Assay for Inhibitors of Histone Lysine Methyltransferase G9a; Histone-lysine N-methyltransferase EHMT2 (Homo sapiens), Q96KQ7; G9a H3K9 monomethylation, AlphaScreen, 2 h; Potency, µM (doses to about 102 µM), without a hit: top-dose activity, negative = inhibition, usual class: inhibitors; 350,000 tested, 8.8% active; AID 504332, 2011; also: potency is read from the fitted curve at half-maximal effect; % is scaled to controls: 0 for no effect and ±100 for the full control effect; nearly all actives have a fitted effect of over 75% in size
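Chemiluminescent proximity detection of H3K9 monomethylation, read after 10 min bead incubation in the dark. Reaction: 20 nM G9a, 500 nM biotin-H3K9 peptide, 20 uM SAM cofactor, 2 h, room temperature, following 15 min enzyme-compound preincubation.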
BAZ2B inh: qHTS Assay for Inhibitors of BAZ2B. Potency, µM (highest dose often 114 µM), inactives show at the top dose activity change, negative = inhibition, usual class: inhibitors. 360,000 tested, 4.4% active. Bromodomain adjacent to zinc finger domain protein 2B (Homo sapiens), Q9UIF8. AlphaScreen BAZ2B-H3K14Ac peptide displacement; also: potency is read from the fitted curve at half-maximal effect; % is scaled to controls: 0 for no effect and ±100 for the full control effect; nearly all actives have a fitted effect of over 60% in size
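Protein-peptide AlphaScreen: BAZ2B 50 nM, b-H3K14Ac 50 nM, 1x PBS pH 7.4 + 0.01% Tween-20. Preincubation 30 min RT; cpd 30 min RT (top 110 uM); beads 20 min RT, light-protected.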
JMJD2A Tudor inh: qHTS Assay for Inhibitors of JMJD2A-Tudor Domain; AlphaScreen JMJD2A-Tudor / H3K4me3 peptide binding; Potency, µM (series often up to 114 µM), for inactives: at the highest dose activity change, negative = inhibition, most hits filed as inhibitors; 390,000 tested, 4.4% active; also: potency is read from the fitted curve at half-maximal effect; % is scaled to controls: 0 for no effect and ±100 for the full control effect; nearly all actives have a fitted effect of over 50% in size
Tb PGK inh: qHTS Assay to Find Inhibitors of Phosphoglycerate Kinase; PGK/GAPDH coupled, Kinase-Glo luminescence, 60 min; Potency, µM (highest dose often 57.5 µM), for the others: top-dose activity change, negative = inhibition, hits mostly inhibitors; 380,000 tested, 0.043% active; AID 602233, 2012; also: potency is read from the fitted curve at half-maximal effect; % is scaled to controls: 0 for no effect and ±100 for the full control effect; nearly all actives have a fitted effect of over 60% in size
Target sequence (P07378 whole entry, looked up): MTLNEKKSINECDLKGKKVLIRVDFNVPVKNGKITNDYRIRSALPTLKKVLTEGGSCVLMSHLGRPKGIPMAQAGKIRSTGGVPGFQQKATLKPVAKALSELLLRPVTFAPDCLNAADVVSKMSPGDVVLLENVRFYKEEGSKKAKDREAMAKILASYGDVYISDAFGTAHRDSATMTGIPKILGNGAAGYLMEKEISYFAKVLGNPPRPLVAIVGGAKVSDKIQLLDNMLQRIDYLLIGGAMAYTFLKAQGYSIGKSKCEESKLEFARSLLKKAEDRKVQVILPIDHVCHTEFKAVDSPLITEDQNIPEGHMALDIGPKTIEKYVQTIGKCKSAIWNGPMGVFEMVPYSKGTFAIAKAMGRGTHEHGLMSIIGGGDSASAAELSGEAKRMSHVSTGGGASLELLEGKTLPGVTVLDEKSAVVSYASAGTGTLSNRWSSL
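Recombinant glycosomal PGK reaction used 1,3-bisphosphoglycerate generated in-well by GAPDH (100nM final) in 100mM TEA pH 7.6, 5mM MgCl2, 0.01% Tween-20. After 60 minutes at room temperature, ATP was read by Kinase-Glo Plus luminescence end-point.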
HP1b chromo inh: HTS for Inhibitors of HP1-beta Chromodomain Interactions with Methylated Histone Tails. AID 540317, 2011. Chromobox protein homolog 1 (Homo sapiens), P83916. Potency, µM (series often up to 114 µM), for inactives: at the top dose activity change, negative = inhibition, most hits filed as inhibitors. AlphaScreen HP1-beta / biotin-H3K9me3 peptide binding. 390,000 tested, 0.56% active; also: potency is read from the fitted curve at half-maximal effect; nearly all actives have a fitted effect of over 70% in size; inactives centre near 23
Target sequence (P83916 whole entry, looked up): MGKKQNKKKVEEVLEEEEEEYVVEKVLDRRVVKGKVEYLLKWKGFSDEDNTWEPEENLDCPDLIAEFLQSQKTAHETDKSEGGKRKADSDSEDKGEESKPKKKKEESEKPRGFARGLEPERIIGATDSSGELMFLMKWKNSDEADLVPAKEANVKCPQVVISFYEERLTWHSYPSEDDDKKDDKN
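AlphaScreen: HP1-beta (50 nM) preformed 30 min with biotin-H3(1-18)K9me3 peptide (50 nM) in PBS pH 7.4, 0.01% Tween-20. Compound added for 30 min at RT, then streptavidin donor/nickel chelate acceptor beads (10 ug/mL) for 30 min.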
Pol eta inh: qHTS for Inhibitors of Polymerase Eta; DNA polymerase eta (Homo sapiens), Q9Y253; recombinant Pol eta, fluorescent DNA replication assay; 390,000 tested, 1.2% active; Potency, µM (titrated, usually from 114 µM), for the others: top-dose activity change, negative = inhibition, most hits filed as inhibitors; AID 588591, 2011; also: potency is read from the fitted curve at half-maximal effect; % is scaled to controls: 0 for no effect and ±100 for the full control effect
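Pol eta (10 nM) was preincubated with compounds for 15 min at room temperature, after which fluorescent replication substrate (50 nM final) was added to start the reaction. Fluorescence was read kinetically at 0 and 10 min.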
Pin1 inhibitor: qHTS Assay to Find Inhibitors of Pin1. Peptidyl-prolyl cis-trans isomerase NIMA-interacting 1 (Homo sapiens), Q13526. Potency, µM (doses to about 115 µM), for the others: at the highest dose activity, negative = inhibition, most hits filed as inhibitors. 390,000 tested, 0.009% active. Pin1 FP peptide displacement, HiFluor488, 10 min; active = well fitted inhibition curve with a large enough effect in the polarisation, with a control signal flat, not every such curve was filed as active; inconclusive = small, poorly fitted or top-dose-only effect, or effect the other way, or a change in a side signal; inactive = no such curve, though single readings can be large or run the other way; the % refers to the polarisation; also: potency is read from the fitted curve at half-maximal effect; % is scaled to controls: 0 for no effect and ±100 for the full control effect
Target sequence (Q13526 whole entry, looked up): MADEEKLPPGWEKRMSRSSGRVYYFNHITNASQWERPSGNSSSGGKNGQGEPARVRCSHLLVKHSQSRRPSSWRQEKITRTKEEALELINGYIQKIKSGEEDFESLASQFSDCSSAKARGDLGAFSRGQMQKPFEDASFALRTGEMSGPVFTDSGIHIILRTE
PI4K2A block: qHTS for small molecular inhibitors of PI4K2A. Phosphatidylinositol 4-kinase type 2-alpha (Homo sapiens), Q9BTU6. purified PI4K2A, ADP-Glo luminescence, 1 h; hits give low values. activity change, negative = inhibition, % at 76.9 µM. 420,000 tested, 0.13% active. AID 1346378, 2018; in the data active = activity change below about -50%; inconclusive = mostly about -30% to -49%;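 also: -100% = wells without enzyme as full effect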
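Compounds are screened against recombinant PI4K2A using PI as substrate and ATP, the latter dispensed at 300 microM. Reactions run one hour at ambient temperature before ADP-Glo detection; full inhibition defined by wells lacking enzyme.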
GLS inhibitor: qHTS for Inhibitors of Glutaminase (GLS); 410,000 tested, 0.21% active; Potency, µM (titrated, usually from 45.5 µM), for the others: top-dose activity change, negative = inhibition, actives largely listed as inhibitors; Glutaminase kidney isoform, mitochondrial (Homo sapiens), O94925; GLS enzymatic activity, qHTS titration; also: potency is read from the fitted curve at half-maximal effect; % is scaled to controls: 0 for no effect and ±100 for the full control effect
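Assay buffer: 45 mM KH2PO4 pH 8.2, 0.02% Tween-20. hKGA acts on L-glutamine (1 mM solution added); product glutamate is reported by an oxidase/peroxidase Amplex Red coupling, with fluorescence taken at baseline and 30 min.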
* hit, by the source's call; i = inactive; ? = inconclusive; · = not tested or not shown; & = joins results of further samples; [ ] = remark or other dose. Unless noted, calls follow the shape of the dose curve; as a rule, active = well fitted curve in the direction sought with a large enough effect; inconclusive = small, poorly fitted or top-dose-only effect, or another doubt; inactive = no such curve, though single readings can be large; an effect the other way counts as inactive or inconclusive. These rows are one share of the data (hit frequency here may not be typical).

G9a block	BAZ2B inh	JMJD2A Tudor inh	Tb PGK inh	HP1b chromo inh	Pol eta inh	Pin1 inhibitor	PI4K2A block	GLS inhibitor	SMILES
28%	-14%	-19%	-3%	22%	1%	6%	-4	4%	N#C/C(=N\Nc1cccc(F)c1)C(=N)N1CCCCCC1
0%[59 µM]	-10%	-28%	-2%	11%	-2%	6%	0	4%	COc1ccc(CCNc2nc3ccccc3c3nc(-c4cccc(C)c4)nn23)cc1OC
4%[59 µM]	0%	-10%	-2%	14%	4%	0%	4	0%	O=C(/C=C/c1ccccc1[N+](=O)[O-])NCc1cccnc1
-9%[12.7 µM]	?	-16%	·	-7%	7%	41%[activator]	2	-16%	Cc1ccc(S(=O)(=O)N2CCC(C(=O)Nc3nnc(-c4ccco4)s3)CC2)cc1
?	2%	21%	-6%	66%[activator]	-13%	2%	-4	-10%	CSc1nsc(SC)c1NC(=O)OC1CCCCC1
1%[12.7 µM]	2%	-17%	i	34%	-8%	1%	-18	1%	COc1ccc(C(=O)N2CCN(S(=O)(=O)c3ccc(C)cc3)CC2)cc1S(=O)(=O)N1CCOCC1
15%[59 µM]	56µM*	?	-15%	-3%	?	?	1	5%	CCc1nnc(NS(=O)(=O)c2ccc(NC(=O)/C=C/c3ccc(OC)cc3OC)cc2)s1
14%[2.33 µM]	5%	-13%	-10%	40%[activator]	-19%	3%	2	-13%	Cc1cnc(C(=O)OC(C)C(=O)c2c(C)[nH]c3ccccc23)cn1 (centres undefined)
-33%[59 µM]	-7%	-12%	-2%	24%	-9%	13%	4	-1%	Cc1cc(NC(=O)N2CCC(CN3CCCCCC3)CC2)ccc1Br
25%	-1%	-6%	-10%	26%	-14%	-3%	-2	2%	O=[N+]([O-])c1ncn(Cc2ccccc2Cl)n1
-6%[59 µM]	-5%	-27%	-3%	15%	-12%	-7%	5	0%	COc1ccc(C2C3=C(CC(C)(C)CC3=O)Oc3ncn(CCO)c(=N)c32)cc1OC (centres undefined)
-9%[59 µM]	-5%	-11%	4%	17%	0%	-1%	0	4%	COc1cccc(CNCCO)c1OCc1ccccc1
-3%	-6%	-23%	7%	13%	-7%	0%	2	9%	CC1=C(C(=O)OCc2ccccc2)C(c2cccc([N+](=O)[O-])c2)NC(=O)N1CCCCCC(=O)O (centres undefined)
50µM*	?	?	-14%	-13%	18µM*	-19%	-5	20µM*	CCc1ccc(NC(=O)C(C)Sc2nc(-c3ccco3)c(C#N)c(=O)[nH]2)cc1 (centres undefined)
8%	-8%	-10%	-5%	30%	-17%	21%	2	18%	Cc1cccc(N=C2NC(=O)/C(=C/c3cccnc3)S2)c1
?	-5%	-22%	-5%	15%	-21%	9%	12	-4%	COC(=O)c1ccc2c(=O)[nH]c(COC(=O)c3c(-c4ccccc4Cl)noc3C)nc2c1
23%[12.7 µM]	9%	8%	·	18%	-7%	-7%	0	-4%	C=CCNC(=O)C1CCN(S(=O)(=O)CC)CC1
?	-3%	-31%	-6%	-2%	-17%	1%	-1	0%	CCOc1ccc(NC(=O)COc2ccc3c(c2)CCC3)cc1OC
-8%[59 µM]	-1%	-14%	2%	6%	-10%	-2%	6	0%	CCOC(=O)c1c(-c2ccccc2)csc1NC(=O)c1ccc(N2C(=O)CCC2=O)cc1
?	-23%	-10%	-5%	3%	-26%	14%	2	33%[activator]	CCOc1ccccc1C1Nc2ccccc2-c2nnc(SCc3ccccc3)nc2O1 (centres undefined)
-8%	-26%	-23%	i	61%[activator]	-5%	-3%	-4	0%	COc1cc(C(=O)Nc2cccc(NC(=O)c3ccccc3)c2)cc(OC)c1OC
-42%	-30%	-33%	·	-7%	-16%	-9%	-4	-2%	CCOC(=O)c1c(C)c(-c2ccccc2)n(CC(=O)NCCCN(CC)CC)c1C
-4%[59 µM]	-1%	-14%	-1%	43%[activator]	-11%	72%[activator]	0	1%	CCn1cc2nc(SCC(=O)Nc3cc(OC)cc(OC)c3)n(Cc3ccc(Cl)cc3)c(=O)c2n1
-21%	-30%	-5%	-3%	24%	-11%	-2%	3	-16%	CC(C)c1ccc(/C=C2\NC(=O)NC2=O)cc1
5%	1%	2%	-11%	40%	-5%	-8%	3	-3%	NC(=O)CCCSc1nc2ccccc2[nH]1
-48%	-18%	-8%	-3%	53%[activator]	-1%	7%	-5	-4%	COc1ccc(C(=O)Nc2ccccc2C(=O)Nc2cccc(C)n2)cc1
18%	-1%	3%	-6%	32%	-20%	-4%	1	-3%	O=C(NC1CCCCC1)Oc1ccccc1
-33%[59 µM]	?	-20%	9%	23%	-16%	34%[activator]	0	5%	O=S(=O)(c1ccc2ccccc2c1)n1nc(-c2ccco2)nc1NCc1cccc(Cl)c1
?	-1%	-19%	i	6%	-8%	?	-2	5%	Cc1nnc(SCCCN2C(=O)c3ccccc3C2=O)o1
-33%	-3%	-15%[57.1 µM]	0%	66%[activator]	4%	?	4	-1%	Cc1ccc(NC(=O)c2cccc(OCc3c(C)noc3C)c2)c(C)c1
·	·	-21%	-9%	52%[activator]	-1%	-1%	-2	1%	CC1CN(CCc2ccccc2)C(C)C/C1=N/O (centres undefined)
15%	-28%	?	-9%	10%	-16%	19%	-2	11%	COc1ccc(-c2csc(NC(=S)NC(=O)/C=C/c3ccc(C(C)C)cc3)n2)cc1OC
?	3%	-9%	i	37%	-4%	1%	1	5%	CCOC(=O)CSc1nc2sc3c(c2c(=O)n1CC)CCCC3
2%	-1%	-6%	6%	21%	-22%	?	7	0%	Cc1cc(C(=O)N/N=C/c2cccc3ccccc23)c(C)o1
-9%	0%	-18%	-12%	51%[activator]	-20%	-4%	1	0%	Cc1cc(OCC(=O)NCCCN2CCOCC2)c2c(C)cc(=O)oc2c1
0%	?	-14%	·	20%	-9%	-24%	1	-4%	CCOc1ccccc1NC(=O)NCc1ccccc1F
-10%	-16%&-1%	-17%&-17%	0%&-5%	36%&9%[activator]	-4%&-26%	3%&-3%	-7&-6	9%&3%	CCOc1ccc(-c2nonc2NC(=O)c2ccco2)cc1OCC
-3%[59 µM]	4%	-18%	-3%	9%	-16%	10%	-1	-3%	COc1ccc(CCNC(=O)CN(c2ccc(C)cc2)S(=O)(=O)c2ccc(OC)cc2)cc1
-2%[59 µM]	·	-17%	1%	16%	-13%	?	-3	7%	Cn1c(=O)oc2cc(S(=O)(=O)N3CCC4(CC3)OCCO4)ccc21
12%	2%	-16%	-1%	23%	-5%	0%	1	-1%	COC(=O)C1=CO[C@@H](OC2OC(CO)C(O)C(O)C2O)[C@@H]2C(CO)=CC[C@H]12 (some centres undefined)
2%	3%	?	·	27%	-6%	?	6	7%	COc1cccc(/C=N/NC(=O)C(=O)NCc2ccco2)c1O
9%	11%	6%	-9%	34%	-11%	-5%	-4	0%	Cc1n[nH]c(=O)nc1NCCN(C)C
-10%[59 µM]	-12%	-13%	2%	32%	-11%	-2%	-3	-2%	COc1cc(C(CC(=O)NCc2ccccc2Cl)N2Cc3ccccc3C2=O)cc(OC)c1OC (centres undefined)
·	·	-7%	-2%	42%[activator]	-13%	?	10	-6%	Cc1ccnc(SCC(=O)Nc2cccc(S(=O)(=O)N3CCOCC3)c2)n1
6%[59 µM]	-2%	-22%[11.4 µM]	-7%	26%	44%[activator]	-6%	0	1%	COc1cccc(NC(=O)Cn2c(=O)n(CCC(=O)NC3CCN(Cc4ccccc4)CC3)c(=O)c3ccccc32)c1
-42%	0%	-24%	5%	1%	-6%	-2%	-3	-8%	Cn1c(C(=O)c2ccccc2[N+](=O)[O-])nc2ccccc21
·	·	-13%	7%	26%	?	-3%	0	4%	Cn1ccnc1C(=O)Cc1ccc([N+](=O)[O-])cc1
-1%[59 µM]	-4%&-17%	-15%&-11%	-3%&-6%	28%&23%	-19%&-11%	6%&3%	5&-5	-6%&0%	CC(=O)c1cc2c(cc1N/C(=N/S(=O)(=O)c1ccccc1)c1ccc(Cl)cc1)OCO2

As entered above.
Cn1ccnc1C(=O)Cc1ccc([N+](=O)[O-])cc1 | HP1b chromo inh = 26%
COc1cc(C(CC(=O)NCc2ccccc2Cl)N2Cc3ccccc3C2=O)cc(OC)c1OC (centres undefined) | HP1b chromo inh = 32%
